GDH-TPI inh: counter-screen for M. tuberculosis FBA inhibitors: GDH-TPI coupled enzymes; GDH-TPI coupled enzyme counterscreen, NADH absorbance; inhibition, % at 4.8 µM; 360,000 tested, 1.2% active; in the data active means inhibition above about 30%;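 further: 0% = DMSO wells and 100% = wells lacking the enzyme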
Mtb UGM inh: Mtb UDP-galactopyranose mutase inhibition; AID 504406; P9WIQ1; purified UGM, fluorescence polarization probe displacement; inhibition, % at 10 µM; 320,000 tested, 0.06% active; in the data active means inhibition above about 10%, passing the limit was not always enough
Target sequence (P9WIQ1 whole entry, looked up): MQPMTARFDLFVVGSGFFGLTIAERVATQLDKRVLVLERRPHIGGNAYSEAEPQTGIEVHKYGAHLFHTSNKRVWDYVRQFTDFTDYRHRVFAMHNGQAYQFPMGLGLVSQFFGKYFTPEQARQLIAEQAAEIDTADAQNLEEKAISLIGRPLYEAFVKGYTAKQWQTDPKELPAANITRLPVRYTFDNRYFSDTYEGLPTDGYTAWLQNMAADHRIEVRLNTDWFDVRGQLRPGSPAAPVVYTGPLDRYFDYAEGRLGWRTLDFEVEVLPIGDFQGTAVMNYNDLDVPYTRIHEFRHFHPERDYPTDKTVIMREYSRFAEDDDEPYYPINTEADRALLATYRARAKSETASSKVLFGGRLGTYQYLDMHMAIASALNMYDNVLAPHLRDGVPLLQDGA
Y pestis TopoI: Y. pestis Topo-I inhibition via cleavage products | activity, % at 10 µM | Y. pestis Topo-I cleavage product accumulation, plate reader | 360,000 tested, 0.064% active; in the data active means activity above about 50%, passing the limit was not always enough; further: inactives centre near 2
TcdB inh: TcdB glycohydrolase inhibition; P18177; TcdB glycohydrolase enzymatic assay, plate reader; inhibition, % at 9.99 µM; 350,000 tested, 0.24% active; in the data active means inhibition above about 10%
PfHsp40 rescue: restores yeast growth despite PfHsp40 toxicity | AID 504582 | growth rescue, % at 12.5 µM | S. cerevisiae expressing PfHsp40, growth rescue, ATP luminescence | 340,000 tested, 0.68% active; in the data active means growth rescue above about 28%, passing the limit was not always enough;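 further: yeast W303a lacking pdr1 and pdr3 grown in galactose medium; growth measured after three days at 30 °C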
Mtb FBA inh: inhibits M. tuberculosis FBA enzyme. P9WQA3. purified M. tuberculosis FBA, fluorescence read-out. inhibition, % at 1 µM. 360,000 tested, 2.3% active. AID 588726; in the data active means inhibition above about 27%;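 further: 0% = vehicle and 100% = reference inhibitor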
Target sequence (P9WQA3 whole entry, looked up): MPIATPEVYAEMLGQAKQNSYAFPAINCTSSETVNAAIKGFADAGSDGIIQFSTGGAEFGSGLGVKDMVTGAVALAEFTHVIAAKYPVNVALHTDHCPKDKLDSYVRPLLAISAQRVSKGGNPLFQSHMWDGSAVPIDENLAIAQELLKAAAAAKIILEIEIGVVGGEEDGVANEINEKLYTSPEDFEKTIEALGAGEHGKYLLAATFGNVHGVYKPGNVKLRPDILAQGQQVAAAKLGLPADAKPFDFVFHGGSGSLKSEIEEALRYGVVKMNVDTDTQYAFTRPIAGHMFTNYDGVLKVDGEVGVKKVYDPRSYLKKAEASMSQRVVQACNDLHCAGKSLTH
BioA inh: blocks M. tuberculosis BioA enzyme activity; inhibition, % at 9.99 µM; purified M. tuberculosis BioA enzyme, plate reader; 360,000 tested, 0.096% active; in the data active means inhibition above about 40%
FadD28 binding: M. tuberculosis FadD28 bisubstrate binding inhibition; FadD28 bisubstrate probe binding, fluorescence polarization; 360,000 tested, 0.22% active; inhibition, % at 12.5 µM; in the data active means inhibition above about 8.5%, passing the limit was not always enough
Vc quorum ag: inducers of Vibrio cholerae quorum light production without autoinducers; V. cholerae BH1578 lux reporter, luminescence, 6 h; activation, % at 18.7 µM; 350,000 tested, 0.16% active; in the data active means activation mostly above about 9.7%, no sharp cut-off; further: not every result past the cut was called active; inactives centre near 0; reference of the scale not given here
An asterisk follows results filed as active; i = inactive; . = not tested or not shown; & = joins results of further samples.

SMILES	GDH-TPI inh	Mtb UGM inh	Y pestis TopoI	TcdB inh	PfHsp40 rescue	Mtb FBA inh	BioA inh	FadD28 binding	Vc quorum ag
O=C(C(=O)N1CCN(c2ccc(F)cc2)CC1)c1cn(CC(=O)N2CCOCC2)c2ccccc12	6	-0.8	21	1.1	1.0	0	0.5	-0.9	-0.3
O=C(NCCN1CCN(S(=O)(=O)c2ccccc2)CC1)C(=O)Nc1ccc(F)cc1	-5	1.0	7	0.2	-1.1	2	-4.0	-5.2	-0.3
Nc1c(N(Cc2ccccc2)C(=O)COc2ccc(F)cc2)c(=O)[nH]c(=O)n1Cc1ccccc1	5	2.3	-2	-0.4	-0.5	1	2.5	0.6	-2.9
CNc1ccccc1C(C)(C)c1cc(-c2cccc(Br)c2)no1	-1	4.5	8	1.4	-1.4	0	-0.6	-0.9	i
Cc1ccccc1C(=O)Nc1cccc(-c2ccc(N3CCOCC3)nn2)c1	2	2.0	17	-0.6	-0.6	1	-1.0	-0.7	-2.3
CCc1ccccc1OCC(=O)OCC(=O)Nc1cc(C)on1	0	-1.9	3	-0.2	1.7	0	-1.7	-1.4	i
Cc1ccc(C(=O)NCC#N)cc1	2	4.1	-2	1.4	0.8	-2	.	-2.3	i
CCOc1ccc(C(=O)N(CC(=O)Nc2cccc(C)c2C)CC2CCCO2)cc1OC (stereo not drawn)	2	1.1	5	-0.3	1.4	0	.	-3.2	i
CC1=C(C(=O)N2CCCC(N3CCN(c4ccccc4C)CC3)C2)OCCO1 (stereo not drawn)	7	0.2	2	0.4	0.1	-4	-1.0	-1.6	-0.4
CC1(C)Cc2c(c(N3CCOCC3)nc3sc(C#N)c(N)c23)CS1	20	4.7	-4	.	-0.8	14	-3.1	-2.4	i
CCCNC(=O)C1CCN(S(=O)(=O)c2ccc(Br)cc2)CC1	-10	-2.9	-4	.	-0.1	-6	2.2	-3.4	-1.0
COc1ccc(C(C(=O)NC2CCCCC2)N(CC2CCCO2)C(=O)CCCC(=O)Nc2ccccn2)cc1 (stereo not drawn)	-8	.	29	1.2	-0.3	0	.	-1.2	i
COCCNC(=O)c1ccc(S(=O)(=O)N2CCCc3ccccc32)cc1	-12	1.6	9	0.7	-0.7	-2	0.6	-2.8	-0.7
CCCCn1nc(C(=O)N(CCOC)c2c(N)n(CCCC)c(=O)[nH]c2=O)c2ccccc2c1=O	5	-2.0	4	0.3	1.7	-1	-0.8	-3.1	0.5
O=C(CN1CCN(C(=O)c2ccco2)CC1)Nc1ccc(Cl)c(C(F)(F)F)c1	8	1.0	5	.	1.4	1	-0.6	-3.5	-0.2

Structural class, those above with an NH in an aromatic ring (two)
SMILES	GDH-TPI inh	Mtb UGM inh	Y pestis TopoI	TcdB inh	PfHsp40 rescue	Mtb FBA inh	BioA inh	FadD28 binding	Vc quorum ag
Nc1c(N(Cc2ccccc2)C(=O)COc2ccc(F)cc2)c(=O)[nH]c(=O)n1Cc1ccccc1	5	2.3	-2	-0.4	-0.5	1	2.5	0.6	-2.9
CCCCn1nc(C(=O)N(CCOC)c2c(N)n(CCCC)c(=O)[nH]c2=O)c2ccccc2c1=O	5	-2.0	4	0.3	1.7	-1	-0.8	-3.1	0.5

Just PfHsp40 rescue and GDH-TPI inh, for 2 of the compounds above:
SMILES | PfHsp40 rescue | GDH-TPI inh
CC1=C(C(=O)N2CCCC(N3CCN(c4ccccc4C)CC3)C2)OCCO1 (stereo not drawn) | 0.1 | 7
CC1(C)Cc2c(c(N3CCOCC3)nc3sc(C#N)c(N)c23)CS1 | -0.8 | 20

Returning to the listing, repeating the two entries before the break.
SMILES	GDH-TPI inh	Mtb UGM inh	Y pestis TopoI	TcdB inh	PfHsp40 rescue	Mtb FBA inh	BioA inh	FadD28 binding	Vc quorum ag
CCCCn1nc(C(=O)N(CCOC)c2c(N)n(CCCC)c(=O)[nH]c2=O)c2ccccc2c1=O	5	-2.0	4	0.3	1.7	-1	-0.8	-3.1	0.5
O=C(CN1CCN(C(=O)c2ccco2)CC1)Nc1ccc(Cl)c(C(F)(F)F)c1	8	1.0	5	.	1.4	1	-0.6	-3.5	-0.2
CCN(CC)CCNC(=O)CCCCn1c(=S)[nH]c2c([nH]c3ccc(OC)cc32)c1=O	7	.	-27	.	-1.8	9	0.5	-1.8	i
CCCc1nc2oc3cc(OC)ccc3c(=O)c2c(=O)n1Cc1ccco1	0	1.2	10	.	4.5	5	.	-1.5	1.1
Cc1ccc(S(=O)(=O)c2cn(C)c3cc(N4CCN(C)CC4)c(F)cc3c2=O)c(C)c1	5	0.8	-8	2.5	-1.7	14	-0.1	-2.3	i
O=C(OC1CCCCC1=O)c1cccc(S(=O)(=O)NCc2ccccc2)c1 (stereo not drawn)	4	0.8	11	.	0.7	1	.	0.0	i
O=S(=O)(NCC1CCN(Cc2ccccc2)CC1)c1ccccc1C(F)(F)F	0	-0.6	1	0.0	0.4	2	0.5	-1.7	-0.5
Cc1cc(C(=O)N/N=C/C=C/c2ccc(Br)cc2)n[nH]1	42*	-1.7	-2	0.1	-0.9	0	-0.5	-1.1	i
O=C(O)CSCC(=O)NCc1cccc(C(F)(F)F)c1	4	-0.4	-1	0.4	1.2	0	.	-0.5	-0.3
COc1ccc(/C=N/n2cnnc2)cc1Oc1nc(Cl)ncc1F	4	-3.3	-8	0.3	1.6	-4	-1.5	-4.0	i
O=C(c1cccc(Cl)c1)N1CCN(Cc2ccccc2)CC1	14	-2.2	9	1.0	-0.9	-1	-0.1	-0.6	-0.4
c1ccc(Nc2nc(-c3ccccn3)cs2)cc1	4	0.1	2	.	317*	1	2.8	1.2	5.9
Cc1ccc(C(=O)c2oc3ccccc3c2N)cc1	23	-0.4	19	.	6.2	5	-1.3	-0.5	i
COc1cc(CCC(=O)NNC(=O)c2ccc(Cl)cc2)cc(OC)c1OC	-4	2.1	-3	-0.7	0.3	-4	-0.1	-0.8	-0.5
Cc1cc(NC(=O)CCC(=O)N(Cc2ccco2)C(C(=O)NC2CCCC2)c2ccccc2F)no1 (stereo not drawn)	-1	0.9	19	.	-1.4	-4	-0.2	-0.8	-0.9
COc1cc(OC)cc(C(=O)N[C@H](C(=O)NC2CCCc3ccccc32)C(C)C)c1 (stereo partly drawn)	-8	3.2	1	0.6	-0.1	-1	.	-2.6	1.1
O=C(NCCCN1CCOCC1)c1ccc(CS(=O)(=O)c2ccc(Br)cc2)o1	12	-0.8	7	0.3	-0.1	5	-2.1	-1.8	-0.4
On1nnc2ccc(C(F)(F)F)cc21	6	-3.2	1	1.1	-1.3	2	.	0.1	0.2
CCC(C)N1C(=O)N(c2cccc(Cl)c2)C(C)(O)CC1(C)C (stereo not drawn)	-3	0.5	6	0.7	-1.1	-1	-0.4	-0.1	i
O=C(CCN1C(=O)c2ccccc2S1(=O)=O)Nc1ccccc1O	-5	-2.3	2	1.6	0.1	1	0.8	-5.4	-0.3
CC1=C(C(=O)N(C(C)C)C(C)C)CC(CC(=O)NC2CCCCC2)C(=O)N1CCCN1CCCC1=O (stereo not drawn)	.	.	.	0.2	.	-3	-2.1	-1.0	.
COc1cc(CO)cc(Br)c1OCc1cccnc1	-2	1.0	2	.	-0.9	-2	.	-2.7	-0.4
CCCCN(C(=O)CCC(=O)Nc1cc(C)on1)C(C(=O)NC(C)(C)C)c1cccc(OC)c1OC (stereo not drawn)	2	-2.0	35	.	0.1	2	-2.2	-2.8	i
CCc1cc(=O)oc2cc(OCC(=O)O)c(Cl)cc12	22	3.9	1	.	1.6	18	0.4	-2.6	i
CCNC(=S)N1CCN(Cc2ccccc2)CC1	5	2.1	3	-0.3	-0.6	-3	.	0.0	i
Cc1ccc(OCCCC(=O)Nc2nc3ccccc3[nH]2)cc1	6	2.4	9	0.1	0.7	3	.	2.0	-0.3
N#C/C(=C\c1c(N2CCC(C(N)=O)CC2)nc2ccccn2c1=O)C(=O)NCc1ccco1	3	4.0	-7	.	-0.4	11	.	-1.9	-0.2
C[C@@H]1CN([C@H](C)CO)C(=O)Cc2cc(NC(=O)CCC(F)(F)F)ccc2O[C@@H]1CN(C)C(=O)NC1CCCCC1	-4	0.6	4	0.0	0.1	1	-2.8&-1.0	0.4	-0.4
COC(=O)C1=C(C)N(Cc2ccccc2)C(=NCCc2cccnc2)N[C@H]1c1ccccc1	3	0.7	15	.	0.3	2	1.8	-0.7	i
CN(C)CCN(C(=O)c1ccc(S(=O)(=O)N2CCCC2)cc1)c1nc2ccc(Br)cc2s1	-2	-0.2	21	1.6	-0.4	-4	1.0	-3.4	-0.2
NC(=O)CSc1nc(C23CC4CC(CC(C4)C2)C3)nc2ccccc12	4	0.4	-11	0.4	2.8	2	.	0.4	-0.2
C=C(C)c1nc(Oc2ccccc2)nc(Oc2ccccc2)n1	-4	.	13	0.3	-0.3	-1	.	-4.6	i
CC(C)C[C@@H](CN1CCCC1CN1C(=S)NC[C@@H]1Cc1ccc(O)cc1)N1C[C@H](Cc2ccc(O)cc2)N(CC2CCCCCC2)C1=S (stereo partly drawn)	6	.	3	-0.9	1.5	-2	-1.9	-3.6	i
O=C(O)CCN1C(=O)CC2(CCCCC2)C1=O	11	0.1	-3	.	0.4	1	-1.8	-1.2	i
Cc1cc(C)n2nc(C(=O)OCC(=O)N(Cc3ccccc3)C(C)C)nc2n1	2	.	7	1.3	0.9	0	1.0	-4.4	-0.2
CN(c1ccc(OCC(=O)NCCc2ccccc2)cc1)S(=O)(=O)c1ccc(Cl)cc1	11	1.2	29	-0.1	0.7	2	-2.0	-1.4	-0.3
COC(=O)c1cc(/C=C/c2ccccc2)on1	17	-3.2	3	.	-0.1	5	-1.7	-0.9	-2.8
Cc1cccc(C)c1NC(=O)C1c2cccc[n+]2CC(=O)N1Cc1ccc2c(c1)OCO2 (stereo not drawn)	13	-1.4	0	0.1	0.5	-2	0.4	-1.3	i
CC(=O)Nc1ccc(NS(=O)(=O)c2ccc(CN3C(=O)c4cccnc4C3=O)cc2)cc1	1	-0.1	3	0.6	-0.5	0	1.4	0.4	-0.2
CN(C)c1ccc(C(=O)C(O)c2ccccc2)cc1 (stereo not drawn)	26	5.6	14	.	0.8	0	0.1	-2.8	-0.6
C=CCNC(=O)c1onc(CS(=O)(=O)c2cc(C)cc(C)c2)c1C(=O)NCC=C	4	-0.4	-7	0.5	-1.7	3	-4.1	-0.3	i
O=C(Nc1cccc(OC(F)(F)F)c1)C1Cc2c(-c3ccccc3Oc3ccccc3)ccnc2O1 (stereo not drawn)	-3	.	11	-0.5	.	-2	-1.1	-3.7	-0.5

Part of the list above, as comma-separated lines.
molecule,GDH-TPI inh,Mtb UGM inh,Y pestis TopoI,TcdB inh,PfHsp40 rescue,Mtb FBA inh,BioA inh,FadD28 binding,Vc quorum ag
O=C(O)CCN1C(=O)CC2(CCCCC2)C1=O,11,0.1,-3,.,0.4,1,-1.8,-1.2,i
C=CCNC(=O)c1onc(CS(=O)(=O)c2cc(C)cc(C)c2)c1C(=O)NCC=C,4,-0.4,-7,0.5,-1.7,3,-4.1,-0.3,i
CC(=O)Nc1ccc(NS(=O)(=O)c2ccc(CN3C(=O)c4cccnc4C3=O)cc2)cc1,1,-0.1,3,0.6,-0.5,0,1.4,0.4,-0.2
